mIAP activ: mouse IAP activation; muIAP, CDP-Star luminescence, 30 min; active compounds read high; 1 = vehicle-only enzyme signal, 0 = enzyme-free wells; activation factor at 10 µM; 0.24% of 330,000 active; AID 2805;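 active = activation factor of at least 2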; also: the source names both 10 and 20 µM as test concentration; values of inactives mirror those of a sister screen read the other way
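also added = chemiluminescent substrate CDP-Star | test system = mouse IAP enzyme | signal = chemiluminescence readout | compound = DMSO-dissolved test compounds | incubation = 30 min at room temperature | benchmarks = DMSO wells, no-enzyme wells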
ATG4B inh: inhibitors of human ATG4B cysteine protease; ATG4B cleavage of LC3-PLA2, NBD-HPC fluorescence, 1 h; AID 504462; inhibition, % at 8.33 µM; Q9Y4P1; 0.51% of 340,000 active; in the data active = inhibition above about 40%
mIAP inh: blocks mouse intestinal alkaline phosphatase. purified mouse IAP, CDP-Star luminescence, 30 min. inhibition, % at 10 µM. 0.2% of 330,000 active;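 active = inhibition of at least 40% at 10 µM in the primary screen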;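 also: plate controls were DMSO with enzyme for no effect and no enzyme wells for full effect; values of inactives mirror those of a sister screen read the other way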
hIAP inh: human IAP inhibition | P09923 | inhibition, % at 10 µM | 0.12% of 330,000 active | purified IAP, CDP-Star luminescence, 30 min;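 active = inhibition reaching a set limit with compound at 10 µM in the primary screen, cut at about 35% in these data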;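 also: plate controls were DMSO wells with enzyme for no effect and no-enzyme buffer wells for full effect; values of inactives mirror those of a sister screen read the other way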
Target sequence (P09923 whole entry, looked up): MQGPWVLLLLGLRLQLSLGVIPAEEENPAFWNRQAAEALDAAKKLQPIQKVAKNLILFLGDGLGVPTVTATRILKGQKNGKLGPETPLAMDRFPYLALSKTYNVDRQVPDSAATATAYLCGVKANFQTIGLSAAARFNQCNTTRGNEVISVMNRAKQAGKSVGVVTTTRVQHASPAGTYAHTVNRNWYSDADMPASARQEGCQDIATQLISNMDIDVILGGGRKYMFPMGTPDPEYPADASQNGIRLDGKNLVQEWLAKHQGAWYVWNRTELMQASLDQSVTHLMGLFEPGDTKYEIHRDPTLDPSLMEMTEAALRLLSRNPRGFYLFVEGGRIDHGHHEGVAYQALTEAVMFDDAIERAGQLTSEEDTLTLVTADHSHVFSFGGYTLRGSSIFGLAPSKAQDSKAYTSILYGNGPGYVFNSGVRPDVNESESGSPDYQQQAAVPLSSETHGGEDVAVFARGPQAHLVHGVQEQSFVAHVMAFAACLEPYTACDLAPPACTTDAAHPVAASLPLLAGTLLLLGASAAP
A3A deaminase: blocks human APOBEC3A ssDNA deamination | P31941 | recombinant A3A, FAM/TAMRA ssDNA deamination fluorescence | inhibition, % at 20 µM | 0.41% of 330,000 active | AID 493011;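 active = at least 40% inhibition at 20 µM here, with at most 30% in a related deaminase screen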;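 also: plate controls were A3A with DMSO for no effect and wells lacking A3A enzyme for full effect; some results filed as inactive read as strong as hits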
Target sequence (P31941 whole entry, looked up): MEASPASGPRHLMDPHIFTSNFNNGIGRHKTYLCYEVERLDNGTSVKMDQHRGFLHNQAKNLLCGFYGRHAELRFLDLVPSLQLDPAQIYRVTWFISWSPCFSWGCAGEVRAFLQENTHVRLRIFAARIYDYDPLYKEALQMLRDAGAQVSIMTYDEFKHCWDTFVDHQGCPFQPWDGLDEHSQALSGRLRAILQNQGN
PfGluPho inh: PfG6PD (Plasmodium falciparum) enzyme inhibition; PfGluPho enzyme, NADPH resazurin-diaphorase fluorescence; inhibition, % at 20 µM; 0.78% of 350,000 active; AID 504690;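 active = inhibition reaching at least a set limit at 20 µM in the primary screen, cut at about 59% in these data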;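 also: 0% = DMSO wells with substrate and 100% = DMSO wells lacking glucose-6-phosphate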
hIAP act: increases human intestinal alkaline phosphatase activity; purified human IAP, CDP-Star luminescence, 30 min; active compounds read high; 1 = vehicle-only enzyme, 0 = enzyme-free background; activation factor at 10 µM; 0.16% of 330,000 active;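 active = activation factor of the enzyme at least 2-fold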; also: the source names both 10 and 20 µM as test concentration; values of inactives mirror those of a sister screen read the other way
HKDC1 inhibitor: inhibitors of human hexokinase HKDC1; Q2TB90; recombinant HKDC1, G6PDH/diaphorase resazurin coupled fluorescence; inhibition, % at 20 µM; 0.16% of 340,000 active; AID 493160;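 active = inhibition above about 35% when tested at 20 µM, limit read from the data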;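 also: plate controls were DMSO wells with enzyme for no effect and DMSO wells lacking enzyme for full effect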
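Test system: recombinant HKDC1 (HK5) hexokinase enzyme, produced in-house / Doses: 20 µM test compound, 1% DMSO / Timing: 90 min, room temperature / Detection: G6PDH/diaphorase-coupled fluorescence, 1 mM NADP, 100 µM resazurin, 525/613 nm / Control set: DMSO wells with and without enzyme mix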
* marks the source's active call; other numbers are inactive results; nt = not tested or not shown. Not a hit list; overall some 2.4% were active at least once.

Start of the listing, in advance, six compounds:
SMILES	mIAP activ	ATG4B inh	mIAP inh	hIAP inh	A3A deaminase	PfGluPho inh	hIAP act	HKDC1 inhibitor
CCCCCCCNC(=O)C1(CC2CC(c3cccc(Br)c3)=NO2)CCN(C(=O)C2(C)CC2)CC1 (stereo not given)	1.3	-6	-28	-5	-3	18	1	-2
CCOc1ccc(CN(C)C(=O)c2ccc3c(c2)NC(=O)C(C)S3)cc1OC (stereo not given)	0.97	-9	2	19	1	12	0.81	-1
Cc1ccc2oc(=O)n(CC(=O)c3ccc(F)cc3)c2c1	0.98	-5	2	24	1	10	0.76	1
CCOC(=O)C(=O)Nc1ccc([N+](=O)[O-])cc1OC	0.94	-5	6	13	0	-12	0.87	8
CCOC(=O)c1cnc2ccc(C(=O)OC)cc2c1Nc1ccc(C(=O)O)cc1	0.97	0	3	-1	-3	10	1	1
OCC(Cc1ccc2c(c1)OCO2)C(CO)Cc1ccc2c(c1)OCO2 (stereo not given)	0.85	-4	14	6	-1	-7	0.94	-4

Results (from the top)
SMILES	mIAP activ	ATG4B inh	mIAP inh	hIAP inh	A3A deaminase	PfGluPho inh	hIAP act	HKDC1 inhibitor
CCCCCCCNC(=O)C1(CC2CC(c3cccc(Br)c3)=NO2)CCN(C(=O)C2(C)CC2)CC1 (stereo not given)	1.3	-6	-28	-5	-3	18	1	-2
CCOc1ccc(CN(C)C(=O)c2ccc3c(c2)NC(=O)C(C)S3)cc1OC (stereo not given)	0.97	-9	2	19	1	12	0.81	-1
Cc1ccc2oc(=O)n(CC(=O)c3ccc(F)cc3)c2c1	0.98	-5	2	24	1	10	0.76	1
CCOC(=O)C(=O)Nc1ccc([N+](=O)[O-])cc1OC	0.94	-5	6	13	0	-12	0.87	8
CCOC(=O)c1cnc2ccc(C(=O)OC)cc2c1Nc1ccc(C(=O)O)cc1	0.97	0	3	-1	-3	10	1	1
OCC(Cc1ccc2c(c1)OCO2)C(CO)Cc1ccc2c(c1)OCO2 (stereo not given)	0.85	-4	14	6	-1	-7	0.94	-4
Cc1cnc(NC(=O)CSc2c(Cl)cccc2Cl)s1	1.1	-2	-9	-11	-1	29	1.1	-3
COc1ccc(C(=O)Nc2cc(C)nc3ccccc23)cc1OC	1	-5	-3	-19	8	-7	1.2	0
O=C(Nc1ccccn1)NC1CCS(=O)(=O)C1 (stereo not given)	0.92	1	8	4	0	-9	0.96	-10
COc1ccc(/C=C/C(=O)Nc2nc(C)c(C(=O)N(C)C)s2)cc1OC	0.89	-15	11	3	5	8	0.97	-9
Cn1ccnc1Sc1ccc(C(N)=O)cc1[N+](=O)[O-]	1.1	-5	-12	-15	-5	0	1.2	-3
COC(=O)CS(=O)(=O)c1cccc2cccnc12	1.1	-16	-6	-38	4	1	1.4	-5
Cc1ccc2c(c1)cc(CN(Cc1cccs1)C(=O)c1ccco1)c1nnnn12	0.93	-15	7	0	-2	-4	1	-2
O=C(N/N=C/C(Br)=C/c1ccccc1)NC1CCCCC1	0.95	-5	5	17	4	31	0.83	4
Cc1ccc(N(C(=O)CCC(=O)Nc2cc(C)on2)C(C(=O)NC2CCCC2)c2ccccc2)cc1 (stereo not given)	1	4	-5	-13	2	9	1.1	-6
Cc1ccc(S(=O)(=O)N2CCOCC2)cc1NC(=O)COC(=O)COc1cccc2c1OC(C)(C)C2	0.97	-17	3	-7	-1	0	1.1	-1
C[C@@H]1C[C@@H]2OC(=O)[C@]3(C)[C@H]2[C@@H](OC3(C)O)[C@]2(C)C(=O)CC[C@H]12 (stereo not given in full)	1.1	nt	-7	-8	-1	nt	1.1	nt
CCN(CC)CCCNC(=S)N(Cc1cccnc1)Cc1cc2cccc(C)c2[nH]c1=O	0.98	2	2	11	19	-1	0.89	-6
CC(C)N(CCNC(=O)c1ccc(NC2=NC3CS(=O)(=O)CC3S2)cc1)Cc1ccco1 (stereo not given)	1.1	-14	-6	13	-6	16	0.87	-1
Cc1nc2scc(C)n2c(=O)c1S(=O)(=O)NCc1ccccc1	1.1	0	-5	13	-2	-1	0.87	-6
COc1ccc(Cl)cc1C(=O)NNC(=O)COC(=O)c1cccs1	0.88	8	12	4	-6	-9	0.96	-3
CCOC(=O)N1CCC(NC(=O)Cn2ncc3ccccc32)CC1	1	-1	-1	3	3	-3	0.97	-2
CN(Cc1ccccc1)Cc1nc2scc(-c3ccccc3)c2c(=O)[nH]1	1	-1	-2	-33	1	9	1.3	-11
O=C(NCc1ccccn1)c1cccc(NS(=O)(=O)c2ccccc2)c1	0.98	-5	2	-3	3	1	1	-8
CCOc1ccccc1C(=O)OCC(=O)NCCc1ccc(OC)cc1	1	-6	-4	1	-3	11	0.99	-1
COc1ccc(S(=O)(=O)N2CCC(C(=O)NCCC(=O)NCc3ccccc3OC)CC2)cc1	0.99	-2	1	-23	-3	4	1.2	-2
COc1ccc(C2SCC(=O)N2Cc2ccccc2)cc1 (stereo not given)	1	-4	-5	11	-1	6	0.89	2
COc1cccc(-n2nnc3c(=O)n(Cc4ccc(Cl)cc4)cnc32)c1	1.1	-9	-6	-1	1	7	1	-13
Cc1cc(C(=O)N2CCCC(C(=O)c3ccc(Oc4ccccc4)cc3)C2)n[nH]1 (stereo not given)	0.9	46*	10	-49	-4	10	1.5	-3
O=C(Nc1ccccc1C(=O)OCC(=O)c1c[nH]c2ccccc12)c1ccco1	1	22	-4	15	7	9	0.85	4
N#Cc1ccccc1Sc1ccccc1C(=O)N1CCOCC1	0.98	3	2	-13	-18	-2	1.1	-6
CCCCC(=O)N(Cc1ccc2c(c1)OCO2)Cc1nc2ccccc2c(=O)[nH]1	1	-7	-1	5	1	8	0.95	8
COC(=O)c1ccc(CSc2nc3ccc(Cl)cc3[nH]2)o1	0.93	4	7	15	0	51	0.85	-3
Cc1cc(=O)n(C)c(=O)n1CCCCCCOc1ccc([N+](=O)[O-])cc1	0.97	nt	3	-18	-1	nt	1.2	nt
Cn1cc(CN2CCN(c3ccccc3)CC2)c2ccccc21	0.98	-2	2	10	2	1	0.9	-4
O=C(Nc1ccc2nc(-c3ccccc3)[nH]c2c1)c1cccs1	1.1	-9	-8	8	-1	76*	0.92	-3
Cc1ccc(S(=O)(=O)N2CC(=O)N3CCN(CCN)C3C2)cc1 (stereo not given)	0.88	-4	12	4	-2	-2	0.96	0
Cc1nnc(SC(C)C(=O)Nc2ccc(Cl)cn2)n1Cc1ccccc1 (stereo not given)	0.97	-7	3	-9	-1	4	1.1	3
O=C(CSc1nc2c(cnn2-c2ccccc2)c(=O)[nH]1)NC1CCS(=O)(=O)C1 (stereo not given)	0.94	-10	6	-49	-1	3	1.5	-11
COc1ccc(/C=C/C(=O)c2ccncc2)c2ccccc12	0.86	-20	14	7	-2	36	0.93	24
COc1ccc(CC2(CO)CCN(Cc3cccc4nccnc34)CC2)cc1	0.99	-13	0	7	0	-10	0.93	-7
COc1cc(/C=N/NC(=O)C(C)n2nnc3ccccc32)ccc1O (stereo not given)	0.91	-2	9	1	-5	9	0.99	-4
CC1=N/C(=C\c2ccc([N+](=O)[O-])cc2)C(=O)N1c1ccc(F)cc1F	1	0	-4	2	-1	9	0.98	8
O=C(c1ccc(F)cc1)N1CCN2C(=O)c3ccccc3C12c1ccc(Cl)cc1 (stereo not given)	0.91	-4	9	12	-2	13	0.88	-3
Brc1ccc(OCc2cn3ccccc3n2)cc1	1.1	5	-9	-13	3	-2	1.1	2
Cc1ccc(/C(N)=N/OC(=O)Cc2cccc3ccccc23)cc1	0.92	9	8	3	-2	9	0.97	1
COc1ccccc1C1/C(=C(/O)c2ccc(C)cc2)C(=O)C(=O)N1CC(C)O (stereo not given)	0.9	4	10	-6	-3	7	1.1	-1
COc1cc(NS(=O)(=O)c2ccc3[nH]c(=O)[nH]c3c2)cc(OC)c1	0.97	-6	3	9	-1	-4	0.91	1
N#Cc1ccc(OCC(=O)Nc2ccc3[nH]c(=O)[nH]c3c2)cc1	1	4	0	-3	0	-2	1	1
CCCN(CCC)C(=O)CSc1nc2ccccc2c(=O)n1CC1COc2ccccc2O1 (stereo not given)	1	1	0	11	-5	-3	0.89	8
CNCCc1ccccn1	0.95	-2	5	6	-1	11	0.94	-9
COc1ccc(NC(=O)CSc2ccc3c(c2)OCCO3)cc1S(N)(=O)=O	0.98	-4	2	-14	1	3	1.1	-8
COc1ccc(CNC(=O)C2(CC3CC(c4ccccc4)=NO3)CCN(C(=O)c3cccc(O)c3)CC2)cc1 (stereo not given)	1	-7	-3	10	-3	12	0.9	-2
O=C(c1cccc(Oc2ccc([N+](=O)[O-])cc2Cl)c1)N1CCOCC1	0.95	-6	5	-42	-3	17	1.4	-4
COc1cc2c(cc1OC)C(c1ccccc1)NC(C)(C)C2 (stereo not given)	0.99	-10	1	13	0	6	0.87	-4
CN(C(=O)COC(=O)c1c2c(nc3ccccc13)CCCC2)c1c(N)n(Cc2ccccc2)c(=O)[nH]c1=O	0.94	-31	6	-4	1	13	1	9
Cc1ccc(C(=O)NCC(=O)N2CCCCCC2)cc1	1.1	-11	-11	-2	3	4	1	-3
COc1ccc(C)cc1Nc1nc(C)nc2sc(C)cc12	1.1	-3	-10	-2	2	-6	1	-1
Cc1ccccc1OCc1nc2ccccc2c(=O)n1/N=C/c1cn[nH]c1-c1ccc(Br)cc1	0.93	-4	7	4	1	-18	0.96	3
O=C(CN1CCCCC1)NCCNC(=O)CN1CCCCC1	0.9	-11	10	11	-4	6	0.89	-3

Marked active in PfGluPho inh, of those listed so far:
SMILES	mIAP activ	ATG4B inh	mIAP inh	hIAP inh	A3A deaminase	PfGluPho inh	hIAP act	HKDC1 inhibitor
O=C(Nc1ccc2nc(-c3ccccc3)[nH]c2c1)c1cccs1	1.1	-9	-8	8	-1	76*	0.92	-3

Shown as labelled records: 2 of the compounds above.
> O=C(Nc1ccc2nc(-c3ccccc3)[nH]c2c1)c1cccs1
  mIAP activ = 1.1 | ATG4B inh = -9 | mIAP inh = -8 | hIAP inh = 8 | A3A deaminase = -1 | PfGluPho inh = 76* | hIAP act = 0.92 | HKDC1 inhibitor = -3
> COC(=O)CS(=O)(=O)c1cccc2cccnc12
  mIAP activ = 1.1 | ATG4B inh = -16 | mIAP inh = -6 | hIAP inh = -38 | A3A deaminase = 4 | PfGluPho inh = 1 | hIAP act = 1.4 | HKDC1 inhibitor = -5

Going on with the list:
SMILES	mIAP activ	ATG4B inh	mIAP inh	hIAP inh	A3A deaminase	PfGluPho inh	hIAP act	HKDC1 inhibitor
Cc1cccc(OCCC(=O)Nc2c(C)n(C)n(-c3ccccc3)c2=O)c1	1.1	2	-11	-2	0	-8	1	-7
CC(NC(=O)CSc1n[nH]c(=O)n1C1CC1)C12CC3CC(CC(C3)C1)C2 (stereo not given)	1	-20	-3	-6	2	0	1.1	0
Cc1nc2ccc(NC(=O)c3ccc(Cl)s3)cc2s1	0.98	-12	2	-7	2	10	1.1	-2
CC(=O)Nc1ccc(S(=O)(=O)NC2=NCN(c3cccc([N+](=O)[O-])c3)CN2)cc1	1	6	-2	1	2	12	0.99	-7
O=C(COc1ccc(Cl)cc1Cl)NN1C(=O)C2C3C=CC([C@@H]2C1=O)C31CC1 (stereo not given in full)	1	-2	-4	4	-1	3	0.96	-2
